High-throughput results as filed in PubChem BioAssay.
NR2E3 ag-1: activates human photoreceptor nuclear receptor NR2E3; Q9Y5X4; inhibition of corepressor binding, % at 4.78 µM; hit rate 0.12% among 320,000; AID 2300; GST-NR2E3/biotin-RetCOR TR-FRET, 1536-well;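 active = percent inhibition above the cutoff of mean plus 3 SD of all tested compounds, set per screening campaign, cut at about 20% in these data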;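 also: 0% = DMSO wells and 100% = biotin wells as full block of FRET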
Target sequence (Q9Y5X4 whole entry, looked up): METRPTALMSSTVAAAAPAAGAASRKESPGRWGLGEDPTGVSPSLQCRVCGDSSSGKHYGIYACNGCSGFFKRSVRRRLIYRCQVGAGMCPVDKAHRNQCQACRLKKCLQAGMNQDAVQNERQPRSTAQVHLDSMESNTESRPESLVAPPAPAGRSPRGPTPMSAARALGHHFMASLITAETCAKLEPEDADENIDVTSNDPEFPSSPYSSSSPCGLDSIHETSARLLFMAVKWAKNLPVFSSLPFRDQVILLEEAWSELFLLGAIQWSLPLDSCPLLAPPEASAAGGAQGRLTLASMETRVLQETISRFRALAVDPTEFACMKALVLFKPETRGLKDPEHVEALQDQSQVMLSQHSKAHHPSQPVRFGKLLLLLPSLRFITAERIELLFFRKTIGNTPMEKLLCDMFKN
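Test system – NR2E3–RetCOR corepressor complex · Quantity – NR2E3 fusion 1.35 nM · Buffer or medium – Tris pH 7.5 · Incubation – Compound–protein incubation for 5 h at 4 °C · Technique – TR-FRET, Eu(K)-anti-GST donor, streptavidin-D2 acceptor, ex 340, em 617/671 nm · Evaluation – percent inhibition of 671/617 nm emission ratio versus biotin and DMSO controls · Plate – 1536-well format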
Shn3 3UTR inh: inhibitors of Schnurri-3 3'UTR reporter in osteoblasts. Clone20 osteoblast Shn3 3'UTR firefly luciferase, 24 h. inhibition, % at 12.5 µM. hit rate 0.52% among 360,000;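 active = mean inhibition of at least 75% with every replicate also reaching 75%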;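 also: 0% = median of neutral control wells and 100% = pilot-screen positive control compound; some compounds past the cut are filed as inactive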
HIF-2a inh: inhibitors of HIF-2a; 786-0 RCC cells HIF-2a reporter, luciferase luminescence, overnight; inhibition, % at 18.8 µM; hit rate 0.72% among 360,000;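 active = inhibition of the luminescence signal of 40% or more relative to plate controls, in a single-dose primary screen at 18.75 µM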
CF NFkB inh: inhibitors of cystic fibrosis induced NF-kB; hit rate 0.86% among 360,000; AID 588850; inhibition, % at 5 µM; KKLEB NF-kB-GFP reporter, PAF-induced, GFP fluorescence overnight;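 active = at least 50% inhibition at 5 µM, scaled per plate between neutral and stimulator controls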;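 also: PAF is a Pseudomonas aeruginosa culture filtrate used as stimulus; plate controls were PAF-stimulated DMSO wells for no effect and unstimulated DMSO wells for full effect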
TRPM1 prom inh: MITF TRPM1 promoter inhibition in SK-MEL-5 cells | inhibition, % at 12.5 µM | SK-MEL-5 TRPM1 promoter luciferase, 24 h | hit rate 0.83% among 330,000 | AID 488899;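 active = mean inhibition across replicates of 60% or more, whatever share of single replicates reaches that level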; also: values of inactives mirror those of a sister screen read the other way
NR2E3 ag-2: activates human NR2E3 receptor; Q9Y5X4; CHO-S Gal4-NCOR/VP16-NR2E3 two-hybrid, luciferase; inhibition of corepressor binding, % at 3.98 µM; hit rate 0.35% among 360,000; AID 602229;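 active = inhibition above the mean of all tested compounds plus 3 SD, cut at about 70% in these data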;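 also: 0% = DMSO with NR2E3 transfected cells and 100% = cells lacking NR2E3 construct; higher means lower luciferase signal from less NR2E3 corepressor binding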
iPSC survival up: enhancers of human iPSC single-cell survival; survival enhancement, % at 20 µM; AID 602274; hit rate 0.044% among 360,000; hiPSC single-cell survival, ATPlite luminescence; 100% = ROCK inhibitor wells, 0% = DMSO; in the data active = survival enhancement above about 18%;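 also: cells exposed to compounds for 16 hours before the ATP read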
EBV LMP1 NFkB: inhibitors of Epstein-Barr LMP1-induced NF-kappaB reporter; LMP1-induced NF-kappaB luciferase reporter cells, luminescence; inhibition, % at 12.5 µM; hit rate 0.69% among 350,000; AID 504558; in the data active = inhibition above about 41%;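 also: 0% = neutral control wells and 100% = reference inhibitor control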
KKLEB tox: counter-screen for CF NF-kB inhibitors: cytotoxicity; KKLEB CF airway cells viability, ATPlite luminescence, overnight; stronger effect = lower value; cells stimulated with P. aeruginosa culture filtrate; activity change (cytotoxicity), % at 5 µM; hit rate 0.36% among 360,000; AID 602141;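 active = corrected activity change at or below -50% at 5 µM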
Peg3 promoter: Peg3 promoter activity inhibition; HeLa PEG-Prom luciferase reporter, luminescence, overnight; inhibition, % at 20 µM; hit rate 1.7% among 360,000;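 active = inhibition of at least 50% at 20 µM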
C8 TRAIL sens: caspase-8 TRAIL sensitization. inhibition (viability loss, TRAIL sensitization), % at 10 µM. NB7+C8 cells + TRAIL, ATPlite viability luminescence. hit rate 1% among 360,000;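 active = compounds causing at least 50% loss of cell viability in the single-dose screen, relative to plate controls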
The depositor's hits bear a star; / = not tested or not shown. The list is partial, so the mix of outcomes need not match the whole.

The line under a structure holds: NR2E3 ag-1 | Shn3 3UTR inh | HIF-2a inh | CF NFkB inh | TRPM1 prom inh | NR2E3 ag-2 | iPSC survival up | EBV LMP1 NFkB | KKLEB tox | Peg3 promoter | C8 TRAIL sens
> Cc1cc(NC(=O)CSc2nc3ccccc3[nH]2)no1
→ 5 | 0 | 5 | 15 | -1 | -2 | -1.8 | 2 | -10 | 9 | 9
> CSc1ccc(Cn2c(C)c(C(=O)NCc3ccc(F)cc3)sc2=O)cc1
→ / | 18 | 11 | -27 | / | 4 | 2.6 | / | 9 | 16 | -13
> CCOC(=O)c1nc(N)c(C(=O)OCC)[nH]1
→ -1 | -14 | 0 | -4 | 2 | -39 | -2.0 | -8 | 6 | -2 | 2
> CC(=O)Oc1ccc2c(=O)c(Oc3ccccc3[N+](=O)[O-])coc2c1
→ 0 | -26 | 20 | 5 | -9 | -5 | 4.1 | -10 | 10 | 1 | -6
> CCOC(=O)N1CCN(CC(=O)Nc2cc3c(cc2C(C)=O)OCO3)CC1
→ 3 | 8 | 13 | 10 | 2 | -17 | -1.3 | -20 | -16 | 14 | -6
> Cc1ccc(-n2c3c(c(O)c(-c4ccccc4)c2=O)C(=O)CC(C)(C)C3)cc1
→ -3 | -16 | 15 | 13 | -3 | -20 | -1.2 | 1 | -2 | -2 | 6
> Cc1ccc(S(=O)(=O)N(C)CCCC(=O)Nc2ccc(C)cc2C)cc1
→ -3 | 30 | 11 | 15 | 19 | -33 | -1.3 | 11 | -10 | 16 | 10
> CCOC(=O)c1c(NC(=S)Nc2ccccc2)sc2c1CC(C)(C)SC2
→ 6 | 4 | -2 | 4 | -2 | -3 | 2.4 | -5 | -9 | 9 | 5
> CC(C)c1ccc(C(=O)COC(=O)C(O)c2ccccc2)cc1 (configuration not stated)
→ / | 11 | -24 | 16 | -7 | -1 | 7.5 | -3 | -9 | -11 | -18
> Cc1ccc(NC(=O)Cc2nc(COC(=O)C(C)NS(=O)(=O)c3ccc(C)cc3)cs2)cc1 (configuration not stated)
→ 3 | -31 | -116 | -7 | -13 | -19 | 1.9 | -17 | 12 | -71 | -1
> O=C(CSc1nnc(-c2ccco2)n1-c1ccccc1)N1CCOCC1
→ 3 | 3 | -2 | -8 | 9 | -30 | 1.5 | -16 | -10 | 5 | 10
> CCNC(=S)N=Nc1c(O)[nH]c2ccc([N+](=O)[O-])cc12
→ -2 | 1 | 11 | -64 | 0 | 23 | 0.2 | 10 | 4 | 14 | -8
> Cc1ccc(/C=N/NC(=O)c2nn(C)cc2Cl)cc1
→ 1 | -76 | -206 | -8 | -62 | -25 | -2.0 | -4 | -13 | -189 | 68*
> CCCCCC(=O)Nc1ccc(C(=O)N/N=C/c2ccc([N+](=O)[O-])cc2)cc1
→ 5 | 16 | 12 | 4 | 18 | -21 | 0.1 | 8 | -13 | 8 | 13
> O=C(NCc1ccc2c(c1)OCO2)c1ccc(=O)[nH]c1
→ 3 | 7 | 17 | 9 | 13 | 4 | 8.9 | -10 | -26 | 11 | -2
> O=C(O)Cn1nc(-c2ccccc2)c2ccccc2c1=O
→ 2 | -14 | 15 | 12 | -11 | -15 | -1.8 | 4 | -8 | 4 | 4
> Cc1cc(C)n(C/C=C/Cn2nc(C)cc2C)n1
→ 8 | -7 | 1 | 1 | 1 | -10 | -1.7 | 0 | 9 | 5 | -1
> COCCN(C(=O)CCC(=O)Nc1nccs1)C(C(=O)NCCC(C)C)c1ccc(OC)cc1 (configuration not stated)
→ -1 | -26 | 7 | -6 | -3 | -14 | -0.6 | -1 | 12 | 12 | 2
> O=S1(=O)N=C2CCCCCN2C(c2ccc(Br)cc2)N1 (configuration not stated)
→ -3 | -14 | 17 | 22 | -6 | 33 | 2.6 | 10 | 2 | -2 | -10
> O=C(NCCCc1ccccc1)c1ccc(Br)o1
→ -1 | -23 | -136 | 18 | -37 | -11 | 15 | -14 | -13 | -116 | -4
> COc1ccc(-c2cnc3c(-c4ccc(F)cc4)cnn3c2N)cc1
→ 2 | -44 | -290 | -7 | -77 | -64 | 0.9 | -32 | -2 | -255 | 18
> Cc1cc(NC2CCCCC2)nc2ccccc12
→ 1 | 1 | -53 | -10 | -9 | 3 | -0.4 | 9 | -13 | -14 | -6
> O=C(COc1ccc(-c2nnco2)cc1)Nc1c(Cl)cccc1C(F)(F)F
→ -1 | -13 | 8 | -1 | -3 | 6 | 3.6 | -8 | 1 | 13 | -17
> Cc1ccc(C)n1-c1ccc(-c2ccnc(N)n2)cc1
→ / | -12 | -52 | 13 | 5 | -47 | 1.1 | -17 | 5 | -28 | -3
> C=CCON/C(CCC)=C1\C(=O)C(C(=O)OC)C(C)(C)CC1=NC (configuration not stated)
→ -3 | -1 | 18 | 3 | -13 | -3 | -1.6 | -8 | 1 | -3 | 8
> COc1ccc(C(=O)N2CC(=O)Nc3ccc(F)cc3C2c2ccccc2)cc1 (configuration not stated)
→ / | 8 | 19 | 5 | 7 | 9 | 0.2 | 2 | 0 | 9 | 18
> C[C@H](CO)N1C[C@H](C)[C@@H](CN(C)S(=O)(=O)c2cccs2)Oc2c(NS(=O)(=O)c3cn(C)cn3)cccc2C1=O
→ / | -17 | 11 | -12 | -11 | -26 | 1.6 | -5 | 8 | -5 | -2
> O=S(=O)(c1ccc2ccccc2c1)N1CCN(C(=S)Nc2ccc(F)cc2)CC1
→ -1 | 34 | 9 | 7 | -6 | -6 | 0.2 | 8 | 2 | 21 | 1
> Cc1cc(C(=O)NCc2ccccc2Br)no1
→ 0 | -19 | -88 | -18 | -12 | -25 | -1.1 | -1 | 13 | -26 | 3
> N#CC1=C(N)S[C@@H](C(=O)c2ccc(F)cc2)[C@@H]1c1cccs1
→ 1 | 18 | 21 | 6 | 13 | -20 | -0.7 | 5 | 5 | 22 | -1
> COc1ccccc1NC(=O)CSc1nnnn1Cc1ccccc1
→ 1 | 3 | 9 | 10 | -1 | 4 | 1.0 | -17 | -2 | 19 | -30
> O=C(c1ccccc1)N1CCN(CC(O)COCC2CC=CCC2)CC1 (configuration not stated)
→ -2 | 1 | 14 | 2 | 7 | -20 | 1.7 | -1 | -1 | -6 | -22
> CC1CCN(CCC(=O)Nc2ccc(F)c(F)c2)CC1
→ 2 | 1 | 12 | 1 | -3 | 8 | -0.8 | 9 | -2 | -11 | -3
> CN(C)c1ccc(NC(=S)Nc2ccc3c(c2)c(=O)n(C)n3-c2ccc(C(C)(C)C)cc2)cc1
→ / | 56 | -38 | -4 | / | -19 | -3.1 | / | 6 | -43 | 0
> COc1cccc(N(CC(=O)N/N=C(\C)c2cccs2)S(C)(=O)=O)c1
→ 1 | 11 | 19 | 18 | 6 | -8 | -1.1 | 6 | -5 | 14 | 5
> Cc1cc(C)n(CC(O)CN(c2ccccc2)S(=O)(=O)c2ccc3ccccc3c2)n1 (configuration not stated)
→ 0 | 3 | 11 | -4 | 7 | -15 | 0.9 | 3 | 6 | 21 | -2
> Cc1nc([N+](=O)[O-])nn1C12CC3CC(CC(Cl)(C3)C1)C2
→ -2 | 5 | 9 | 17 | 12 | -13 | 0.9 | -1 | 0 | 14 | -1
> COc1ccc(COC(=O)C2=C(C)NC(=O)NC2c2ccc(O)cc2)cc1 (configuration not stated)
→ -1 | 14 | 25 | 4 | 9 | 29 | 1.1 | -7 | 1 | 13 | -16
> CC(=O)c1cc(-c2ccccc2)n(CCC(=O)NC2CCCCCC2)c1C
→ 1 | 16 | 10 | -2 | -9 | 4 | -0.5 | 9 | 7 | 3 | 12
> O=S(=O)(NC1CCCCC1N1CCOCC1)c1ccc(Cl)cc1 (configuration not stated)
→ 6 | 9 | 6 | 2 | 0 | -10 | -0.8 | -1 | 2 | 7 | -2
> Clc1ccc(Nc2ccc(Cl)nn2)cc1
→ 2 | -2 | -58 | -8 | -11 | -26 | 0.2 | 10 | 8 | -47 | -12
> COc1cc(O)c2c(=O)c(-c3ccc(O[C@@H]4O[C@H](CO)[C@@H](O)[C@H](O)[C@H]4O)cc3)coc2c1
→ / | -99 | -287 | -4 | -64 | -45 | -0.4 | -34 | -8 | -403 | 37
> Cc1ccc(NC(=O)c2ccc(Cl)c(N3C(=O)CCC3=O)c2)cc1
→ 2 | -14 | 4 | 13 | 2 | -35 | -0.2 | -3 | -8 | -4 | -28
> Cc1nn(-c2ccccc2)c(C)c1NC(=O)COC(=O)CCc1ccccc1
→ 2 | 9 | 1 | 11 | 1 | -26 | -0.3 | 3 | 4 | 3 | -6
> O=S1(=O)CCOC[C@H](c2ccccc2)N1Cc1ccccc1F
→ 3 | 6 | 15 | -28 | 8 | -21 | -1.5 | 3 | 12 | -6 | -13
> CCc1ccccc1NC(=O)C1(S(=O)(=O)c2ccc(C)cc2)CC1
→ -1 | -8 | 13 | -10 | 0 | -10 | -0.2 | -1 | -12 | 15 | -4
> Cc1ccccc1-n1c(-c2ccncc2)n[nH]c1=S
→ 0 | -5 | 3 | -16 | 11 | -1 | -3.0 | -4 | 6 | 7 | -2
> CCOC(=O)C1CCN(Cc2cc(C(C)(C)C)c(O)c(C(C)(C)C)c2)CC1
→ 1 | 0 | 18 | 6 | 2 | 1 | -1.0 | -1 | 2 | 9 | 8
> Fc1ccc(Nc2nc(NCc3ccco3)c3ccccc3n2)cc1
→ -1 | 80 | -164 | 45 | 16 | 15 | -0.7 | 12 | -50 | -27 | 15
> CC1CCN(C(=O)C2CCN(S(=O)(=O)N3CCC4(CC3)OCCO4)CC2)CC1
→ -1 | -7 | 1 | -2 | 13 | -2 | 0.1 | 1 | 3 | 1 | -3
> COC(=O)c1cc(=O)n(Cc2ccco2)c(=Nc2ccc(F)c(Cl)c2)s1
→ -2 | 28 | 67* | 4 | -1 | -18 | 8.7 | -13 | 1 | 102* | 39
> C[C@H](CO)N1C[C@H](C)[C@@H](CN(C)S(=O)(=O)c2ccc(F)cc2)Oc2ccc(NC(=O)c3ccncc3)cc2C1=O
→ / | 1 | 2 | -26 | -7 | 13 | 1.3 | 5 | 7 | -1 | -16
> CCC(NC(=O)OCc1ccccc1)C(=O)Oc1ccc2ccc(=O)oc2c1 (configuration not stated)
→ 5 | -3 | 18 | 2 | -7 | -4 | 0.4 | 9 | 5 | 8 | -3
> Cc1nc([N+](=O)[O-])c(C(=O)OCc2ccccc2F)n1C
→ -1 | -9 | -11 | 2 | -6 | -8 | 0.2 | -7 | 15 | -4 | -3
> COC(=O)Nc1ccc(OC)c(OC)c1
→ 1 | 1 | 12 | -7 | 4 | 13 | -0.6 | 5 | 3 | 10 | -1
